PMI act hi M6P – human PMI activators, high substrate, primary screen, biochemical, fluorescence intensity, near-saturating mannose 6-phosphate | 0.34% of 190,000 active | coupled PMI enzyme assay, resazurin fluorescence, 20 min; active compounds read high; 1 = untreated enzyme, 0 = substrate-free blank | activation factor at 20 µM | Mannose-6-phosphate isomerase (Homo sapiens), P34949 | AID 1216, 2008;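 active = activation factor of 2 or more at 20 µM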
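assay system = human phosphomannose isomerase with PGI, G6PDH, diaphorase coupling enzymes | quantity = 15 ng/mL PMI | incubation = enzyme reaction with compound 20 min at room temperature | medium = HEPES pH 7.4 buffer with MgCl2 and Tween-20 | compound dosing = one concentration, 20 µM, in 1% DMSO | measured by = Diaphorase-driven resazurin-to-resorufin fluorescence, excitation 544, emission 590 nm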
PMI act – activators of human PMI, primary screen, biochemical, fluorescence intensity, near-Km mannose 6-phosphate; Mannose-6-phosphate isomerase (Homo sapiens), P34949; purified human PMI, coupled resazurin fluorescence, 20 min; active compounds read high; 1 = vehicle control, 0 substrate-free wells; activation factor at 20 µM; 0.005% of 190,000 active;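 active = activation factor of 2 or more at 20 µM, relative to plate controls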
Redox H2O2 prof – compounds producing H2O2 with reducing agent – biochemical, NIH compound library profiling, artefact control for MLSCN library redox annotation, primary screen; 0.03% of 200,000 active; AID 878, 2007; DTT-dependent redox cycling H2O2, phenol red/HRP absorbance; 100% = 100 µM peroxide control, 0% = buffer; activation, % at 10 µM;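 active = activation of at least 50% relative to the plate's high and low controls in the primary single-dose screen; inactive = activation below 50%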;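 also: compound incubated with DTT at 0.8 mM final as the reducing agent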
Diaph act CS – compounds boosting diaphorase resazurin reduction – biochemical, uHTS, resorufin fluorescence, counter-screen for diaphorase-coupled primary assays, primary screen | Diaphorase/resazurin coupled assay, 16 min; active compounds read high; 1 = vehicle wells, 0 = NADH-free wells | activation factor at 20 µM | 0.005% of 190,000 active | AID 1229, 2008;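 active = diaphorase activity raised at least twofold by the compound at 20 µM; inactive = activation factor below 2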
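Assay system: Purified diaphorase enzyme from Clostridium kluyveri | Amount: Enzyme 0.07 U/mL final | Dosing: Compound 20 µM once, DMSO 1% | Timing: 16 min reaction at room temperature | Detection: Fluorescence, excitation 544 nm and emission 590 nm | Evaluation: Higher resorufin formation from activation or reduction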
G6PDH CS – L. mesenteroides G6PDH inhibitors, counter-screen for G6PDH-coupled screening assays, biochemical, Leuconostoc mesenteroides enzyme; inhibition, % at 5 µM; AID 1020, 2008; 0.12% of 200,000 active; Purified L. mesenteroides G6PDH, diaphorase/resazurin coupled fluorescence, 45 min; glucose-6-phosphate dehydrogenase [Leuconostoc mesenteroides]
RAM inhibit – inhibitors of the yeast RAM network, primary screen, dse1pr::URA3 reporter, 5-FOA selection. S. cerevisiae dse1pr::URA3 reporter, 5-FOA growth OD615, 2 d; analog-sensitive cbk1-as2 kinase mutant strain. 1.8% of 190,000 active. inhibition, % at 50 µM;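 active = inhibition above a set limit, 3 SD over mean compound inhibition, cut at about 8.4% in these data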;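 also: 0% = DMSO-only wells with no growth and 100% = 10 µM 1-NA-PP1 full growth; inhibition rescues growth on 5-FOA so higher OD means more RAM inhibition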
L major viab – Leishmania major promastigote growth inhibition, primary screen; Leishmania major promastigotes, resazurin fluorescence viability; inhibition, % at 10 µM; 9% of 200,000 active; AID 1063, 2008;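 also: promastigotes grown with compound for 44 hours at 28 °C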
Hsp70 act – Hsp70 transcriptional activators, primary screen, cell-based, HeLa, Hsp70 promoter luciferase, luminescence, 10 µM; HeLa Hsp70 promoter luciferase reporter; scaled: vehicle 0, proteasome-inhibitor control 100%; activation, % at 10 µM; 0.04% of 200,000 active;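 active = activation above the mean across all tested compounds plus 3 SD, cutoff set per campaign, cut at about 5.5% in these data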;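 also: 100% = MG132 at 30 µM as the positive control and 0% = DMSO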
TLR4 MyD88 comp – inhibitors of TLR4-MyD88 association in cells, primary screen, cell-based, HeLa CL3-4, BLA complementation, FRET ratio. HeLa CL3-4 TLR4/MyD88 BLA complementation. 0.18% of 200,000 active. inhibition, % at 8.4 µM. AID 861, 2007; in the data active = inhibition above about 25%;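 also: 0% = vehicle and 100% = reference inhibitor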
Target sequence (O00206 whole entry, looked up): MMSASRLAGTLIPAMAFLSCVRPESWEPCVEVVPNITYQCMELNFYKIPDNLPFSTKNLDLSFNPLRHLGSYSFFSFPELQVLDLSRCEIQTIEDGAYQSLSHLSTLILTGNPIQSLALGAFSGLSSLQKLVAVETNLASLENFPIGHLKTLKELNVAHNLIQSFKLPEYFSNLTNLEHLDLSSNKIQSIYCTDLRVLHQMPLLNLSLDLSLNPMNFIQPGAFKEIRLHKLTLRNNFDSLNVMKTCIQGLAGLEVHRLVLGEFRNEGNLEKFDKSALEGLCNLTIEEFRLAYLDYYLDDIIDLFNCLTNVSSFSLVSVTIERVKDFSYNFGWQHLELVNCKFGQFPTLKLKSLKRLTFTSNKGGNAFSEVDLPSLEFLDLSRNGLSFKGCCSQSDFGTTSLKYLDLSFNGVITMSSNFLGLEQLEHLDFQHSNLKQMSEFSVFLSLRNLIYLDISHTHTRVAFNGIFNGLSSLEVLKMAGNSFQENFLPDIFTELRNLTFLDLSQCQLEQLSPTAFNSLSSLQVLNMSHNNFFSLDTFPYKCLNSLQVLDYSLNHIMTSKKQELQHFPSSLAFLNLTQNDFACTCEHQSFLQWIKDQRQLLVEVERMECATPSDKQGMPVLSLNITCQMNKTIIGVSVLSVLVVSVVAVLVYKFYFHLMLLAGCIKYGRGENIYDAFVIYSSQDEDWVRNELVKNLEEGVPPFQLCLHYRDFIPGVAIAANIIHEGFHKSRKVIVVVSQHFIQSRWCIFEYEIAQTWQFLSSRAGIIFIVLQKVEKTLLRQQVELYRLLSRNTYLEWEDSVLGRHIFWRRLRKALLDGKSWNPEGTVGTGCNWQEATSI
Target sequence (Q99836 whole entry, looked up): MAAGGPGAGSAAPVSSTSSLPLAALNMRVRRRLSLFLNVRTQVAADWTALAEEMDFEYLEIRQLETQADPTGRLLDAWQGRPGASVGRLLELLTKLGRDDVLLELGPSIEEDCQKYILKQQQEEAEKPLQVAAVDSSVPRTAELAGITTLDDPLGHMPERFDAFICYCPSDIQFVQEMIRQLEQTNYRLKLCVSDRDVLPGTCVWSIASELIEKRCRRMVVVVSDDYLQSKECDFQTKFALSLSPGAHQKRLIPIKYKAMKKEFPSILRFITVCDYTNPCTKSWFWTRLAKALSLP
Diaphorase inh – diaphorase inhibitors and chemical oxidizers, primary screen, counter-screen for diaphorase-coupled primary assays, biochemical, uHTS, resorufin fluorescence; diaphorase resazurin-to-resorufin fluorescence, NADH, 16 min; bacterial (C. kluyveri) enzyme, not human; AID 1217, 2008; inhibition, % at 20 µM; 0.69% of 190,000 active;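 active = primary screen inhibition at 20 µM above a set limit, cut at about 50% in these data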;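 also: plate controls were DMSO with full reaction for no effect and wells lacking NADH for full effect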
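material = Clostridium kluyveri diaphorase enzyme | amount = 0.14 U/mL diaphorase, enzyme working solution | schedule = incubation 16 min, room temperature | detection = fluorescence of resorufin formed from resazurin, Ex 544/Em 590 nm | benchmarks = positive control minus NADH, DMSO neutral control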
S1P3 antagonist – S1P3 receptor antagonists, primary screen, cell-based; CHO S1P3 NFAT-BLA reporter, FRET fluorescence, antagonist mode; inhibition, % at 4.98 µM; 0.27% of 170,000 active; Sphingosine 1-phosphate receptor 3 (Homo sapiens), Q99500; AID 485, 2006;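 active = inhibition above the plate cutoff, the mean inhibition of test wells on that plate plus 3 SD, cut at about 28% in these data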;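 also: cells challenged with S1P at its EC80 of 0.8 µM; blue over green emission ratio from cleaved BLA substrate after 4 h stimulation; 0% = S1P-stimulated wells and 100% = unstimulated DMSO-only wells; some compounds past the cut are filed as inactive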
The depositor's hits bear a star; . = no result given. Rule as the data show it, unless noted: active = inhibition above about 50%; inactive = the rest.

Compound,PMI act hi M6P,PMI act,Redox H2O2 prof,Diaph act CS,G6PDH CS,RAM inhibit,L major viab,Hsp70 act,TLR4 MyD88 comp,Diaphorase inh,S1P3 antagonist
O=C1CC(NCc2ccc3c(c2)OCO3)C(=O)N1CCc1ccccc1 (stereo unspecified),1,0.9,0.3,1,26.5,-0.6,15.4,0.1,3.5,-1.9,-7.7
CC(C)COc1ccc(C(=O)NCc2ccco2)cc1,0.9,0.9,2.0,0.8,-0.7,-0.4,-4.3,0.0,10.3,21.5,-15.6
O=C(NNC(=O)C1CCCCC1)c1ccc(Br)cc1,0.9,0.9,-2.0,0.9,13.6,3.4,-5.6,-0.2,5.8,8.7,2.4
O=C(CN1CCC(Cc2ccccc2)CC1)NC(=O)NC1CCCCC1,0.9,0.9,-0.1,0.9,3.7,-0.5,-3.4,-0.3,-10.8,12.7,-0.3
CN(C)c1ccc(C2=NOC(CN3C(=O)c4ccccc4S3(=O)=O)C2)cc1 (stereo unspecified),0.8,0.9,-2.5,0.8,7.0,4.4,-0.7,-0.1,-9.8,22.9,-58.5
CC(C)(C)c1cc(NCCCn2ccnc2)n2ncc(-c3ccc(Cl)cc3)c2n1,1,0.9,2.1,1.2,4.4,-1.5,23.3,0.0,5.0,-22.7,.
O=C1CCC(=O)N1CN(C(=O)c1ccco1)c1ccccc1,1.1,1.1,1.7,0.9,7.7,0.7,-7.7,0.0,-2.5,9.5,-28.2
CCOC(=O)c1c(C)nc(C)c(C(=O)OCC)c1-c1ccc(OC)cc1,1,0.9,1.2,1,-15.8,0.9,-1.4,-0.3,-0.6,0.1,-2.1
COc1ccc(/C=C(\C#N)c2nc3ccc(C)cc3[nH]2)cc1Oc1ccc(C(F)(F)F)cc1[N+](=O)[O-],1,1,-2.6,0.9,3.1,0.1,0.6,-0.1,2.5,8.9,.
CC(C)C(=O)Nc1ccc(Nc2ccccc2)cc1,0.8,0.8,-0.2,0.8,-14.9,1.4,2.1,-0.3,13.9,15.9,32.9
CCOC(=O)C1=NN(c2ccccc2)C2=NC(C)=C(C(=O)OC)C(c3ccc(C)cc3)N12 (stereo unspecified),0.8,0.8,-0.5,0.8,8.0,3.9,-0.5,-0.3,2.8,24.3,10.4
O=C(c1cccc(S(=O)(=O)N2CCCCC2)c1)N1CCc2ccccc21,1.1,1,0.4,1,4.1,1.7,44.6,-0.2,7.1,1.8,-4.3
O=C(O)C1C2C=CC(C2)C1C(=O)NC(c1ccccc1)c1ccccc1 (stereo unspecified),1,1,0.1,0.9,-1.7,1.6,-3.3,-0.1,-7.2,7.0,.
Cc1ccc(NC(=O)Nc2ccc3c(c2)N(C)C(=O)CS3)cc1C,0.9,0.9,-1.4,0.8,10.2,1.5,13.7,-0.1,-7.0,16.1,.
CS(=O)(=O)N1CCCC(C(=O)NCc2ccc(F)cc2Cl)C1 (stereo unspecified),1,0.9,1.1,0.9,-6.1,4.0,-5.0,0.0,0.0,7.9,.
COc1ccc(CCNS(=O)(=O)c2ccc(OC)cc2)cc1,1.1,1.1,0.0,1,7.5,0.8,-3.6,-0.2,1.5,-0.3,.
CCCCC(=O)Nc1nc(C)c(-c2csc(Nc3ccccc3OC)n2)s1,0.8,0.9,-3.6,0.8,5.4,1.1,94.5*,-0.3,-12.9,24.3,.
Cc1ccc(C(=O)Nc2nnc(NC(=S)Nc3ccccc3)s2)cc1,0.9,0.8,-1.1,0.6,7.9,7.8,15.1,0.0,-2.8,42.1,-9.0
COc1cc(Cl)c(S(=O)(=O)NCCCN2CCOCC2)cc1Cl,1,1,-0.2,0.9,-2.4,3.2,93.1*,-0.2,-11.7,5.4,.
CCCCOc1ccc(/C=c2\sc3ncnn3c2=O)cc1,1.1,1,3.0,0.9,-2.5,2.3,-6.6,-0.7,-4.6,9.1,4.9
O=C(CN1CCN(S(=O)(=O)c2ccc(Br)cc2)CC1)N/N=C/c1ccco1,1,1,-0.4,0.9,-0.6,1.5,1.9,-0.2,-18.4,8.7,7.7
O=C(Oc1ccc(-c2cnc3ccccc3n2)cc1)c1ccc(Cl)c([N+](=O)[O-])c1,1,0.9,-0.5,0.9,0.8,0.3,2.9,-0.2,9.8,8.5,.
CCOC(=O)c1c(C)[nH]c(C(=O)OCC(=O)N2c3ccccc3CC2C)c1C (stereo unspecified),0.8,0.8,-0.6,0.6,5.1,4.0,-2.3,-0.5,-3.0,39.3,9.1
O=C1CC(c2ccccc2)Sc2nc3ccccc3n21 (stereo unspecified),1,1,-1.6,0.9,-2.0,0.3,-7.9,0.0,6.6,13.9,1.4
Cc1nnc(NCCN2CCOCC2)[nH]c1=O,1,0.9,1.5,1,-12.1,-0.1,-6.1,-0.4,7.8,1.0,21.6

Additional structures.
Compound,PMI act hi M6P,PMI act,Redox H2O2 prof,Diaph act CS,G6PDH CS,RAM inhibit,L major viab,Hsp70 act,TLR4 MyD88 comp,Diaphorase inh,S1P3 antagonist
COc1ccc(/C=C(/C#N)C(=O)Nc2cccc(C)c2C)cc1C(=O)O,0.9,1,-1.8,0.9,14.4,2.9,-4.0,0.1,4.1,5.9,.
COc1ccc(-c2[nH]ncc2/C=N\NC(=O)c2ccc(C(C)(C)C)cc2)cc1OC,0.8,0.8,4.1,0.8,14.4,1.2,-0.8,-0.3,-1.6,17.5,-6.6
Cc1cc2n(n1)C(c1ccsc1)Nc1ccccc1-2 (stereo unspecified),1.4,1.2,1.1,0.8,-2.0,1.4,5.3,-0.2,-12.3,18.1,8.5
Cn1ncc(Cl)c1C(=O)NC1C2CC3CC(C2)CC1C3 (stereo unspecified),1,1,-0.1,0.9,10.2,-0.8,0.9,-0.4,-3.4,11.8,1.3
CCN(CC)C(=O)CSc1nc2ncccc2[nH]1,1,1,-0.5,0.9,6.8,1.6,-5.3,0.3,1.8,5.3,-15.7
Cc1c(NC(=O)c2cnn3cccnc23)c(=O)n(-c2ccccc2)n1C,1,1,2.0,1,-0.5,0.1,-4.9,-0.6,3.9,3.8,7.1
Cc1cccc(C(=O)Nc2sc(C(=O)N3CCCC3)c(C)c2C#N)c1,1,1,0.0,0.9,7.9,-0.3,-12.8,-0.1,0.1,10.4,.
CC(=O)Nc1ccc(NC(=O)c2oc3cc(C)c(C)cc3c2C)cc1,0.9,0.9,1.2,0.9,-74.9,4.0,-6.3,-0.3,-9.2,13.0,-11.1
COc1ccccc1-c1c(C(F)(F)F)oc2cc(OC(=O)c3ccc([N+](=O)[O-])cc3)ccc2c1=O,1,0.9,-0.4,0.9,-18.0,0.4,-3.2,-0.3,1.9,13.7,0.4
CCOC(=O)C1CCCN(C(=O)Cc2c(C(=O)O)[nH]c3ccccc23)C1 (stereo unspecified),1,1.1,-1.1,0.9,4.3,0.8,-6.1,0.0,-1.3,9.3,.
Cc1nc2ccccc2c(=O)n1NC(=O)COc1ccccc1,1,1,0.1,1,11.1,1.4,-3.9,-0.3,-7.9,0.8,-11.1
O=C(NNC(=O)c1ccncc1)Nc1ccc([N+](=O)[O-])cc1,1,1,-0.2,1.1,3.7,1.8,-5.6,-0.4,2.1,-6.5,-5.8
CCC(=O)N1CCN(c2nc3ccccc3s2)CC1,1,0.9,-2.8,0.9,-4.2,-0.3,23.2,0.1,-1.9,9.4,.
COCc1cc(=O)[nH]c(Nc2nc3ccccc3o2)n1,0.9,0.9,2.7,0.9,17.5,1.4,98.8*,-0.1,-2.6,10.4,.
COc1ccc(NC(=O)/C(C#N)=C/c2c(C)nn(-c3ccc(F)cc3)c2Cl)cc1Cl,1.1,1,0.9,1,3.4,2.1,95.6*,-0.3,5.8,-0.3,2.6
CCNC(=O)NC(=O)CSc1ccc2ccccc2c1,0.9,0.9,-2.0,0.8,5.1,1.6,1.9,0.0,-4.0,19.5,-10.1
CCN(CC)C(=O)C1CCN(S(=O)(=O)c2ccc3oc4ccccc4c3c2)CC1,1,1,1.9,0.9,7.4,6.1,-2.8,-0.3,7.3,7.3,13.2
O=C(Nc1nc(-c2ccncc2)cs1)c1ccc(F)cc1,1,1.1,-2.0,1,-0.4,2.9,-2.6,0.7,2.5,0.7,-7.2
COc1ccc(-n2c(Cc3cccn3C)nnc2SCC(=O)Nc2ccc(Cl)cc2)cc1,1,0.9,-0.3,0.9,13.6,3.4,22.7,0.0,-1.4,6.5,6.1
COc1ccc(S(=O)(=O)N(C)CC(=O)Nc2ccccc2OC)cc1C,0.9,0.9,1.1,0.9,-7.9,-1.0,8.3,-0.1,-2.6,13.5,-33.7
COc1ccc(Nc2oc(-c3ccco3)nc2S(=O)(=O)c2ccc(F)cc2)cc1,0.8,0.8,0.0,0.8,1.5,2.7,-0.5,-0.2,10.3,21.0,2.1
O=C(Nc1ccc(S(=O)(=O)N2CCCC2)cc1)c1ccc(OCC2CCCO2)cc1 (stereo unspecified),0.8,0.9,0.4,0.8,1.6,1.9,22.9,-0.3,-0.6,16.8,0.5
Cc1ccc2oc(C(=O)NCc3ccc4c(c3)OCO4)c(C)c2c1,1,0.9,1.6,1,-2.6,8.0,-2.6,-0.3,-10.3,1.1,19.6
O=C(c1snnc1-c1ccccc1)N1CCOCC1,1.1,1.1,-0.8,1.2,-2.4,0.2,-3.0,0.1,-2.6,-18.3,-8.1
CCOc1ccc(C(C)C)cc1S(=O)(=O)Nc1ccc(Cl)cn1,1.1,1.1,0.3,1.1,7.9,6.9,-7.5,0.1,15.5,-7.9,8.2
C/C(=N\Nc1cc(N2CCOCC2)nc(C)n1)c1cccc([N+](=O)[O-])c1,1.1,1.1,-0.8,1.1,-4.4,2.7,10.7,-0.1,-4.6,-12.2,-1.3
